EphA4 KYL inhibition: inhibitors of EphA4 binding to KYL peptide, primary screen, biochemical, colorimetric, mouse EphA4 (AID 689). Ephrin type-A receptor 4 (Mus musculus). EphA4-AP binding to KYL peptide, pNPP A405; higher % means a stronger effect. inhibition, % at 10 µM, or IC50 in µM where a hit was titrated. hit rate 0.1% among 62,000; in the data active = a potency from the dose series; inactive = the rest, 99 in 100 with inhibition below about 22%
Starred values were filed as active, the others as inactive; & = joins results of further samples. A portion of the library. The share of hits here may be higher or lower than overall.

mol	EphA4 KYL inhibition
COc1ccc(OC)c(NC(=O)c2ccc3c(c2)C(=O)N(c2ccc(Cl)cc2)C3=O)c1	27%
O=C(c1ccc(Cl)cc1)c1ccccc1C(=O)N1CCOCC1	-2%
Cn1c(=O)[nH]c(=O)c2c1nc(N1CCCCCC1)n2Cc1cccc2ccccc12	-2%
C=C1c2ccccc2NC(=O)N1c1cccc(Cl)c1	-3%
Cc1cc2ncn(S(=O)(=O)N(C)C)c2cc1C	-8%
CNC(=O)/C(=C/c1cccc([N+](=O)[O-])c1)NC(=O)c1ccc(OC)cc1	-3%
C=CCn1c(N)cc(=O)nc1SCC(=O)Nc1ccccc1	-7%
Cc1ccc(C(=O)N(NC2=NS(=O)(=O)c3ccccc32)S(=O)(=O)c2ccc(C)cc2)cc1	-9%
CCCCNC(=O)CSc1nc2ccccc2c(=O)n1CCNC(C)=O	-4%
C/C(=N/N1CCN(c2ccccn2)CC1)c1ccc([N+](=O)[O-])cc1	-1%
CCn1cc(C(=O)Nc2ccc(-n3cnnn3)c(OC)c2)c(=O)c2ccc(C)nc21	-11%
COc1ccc(C(=O)N2CCC(n3c(C)nc4cc(F)ccc43)CC2)cc1OC	23%

Overlap with the part before: two compounds, then new ones.
mol	EphA4 KYL inhibition
CCn1cc(C(=O)Nc2ccc(-n3cnnn3)c(OC)c2)c(=O)c2ccc(C)nc21	-11%
COc1ccc(C(=O)N2CCC(n3c(C)nc4cc(F)ccc43)CC2)cc1OC	23%
CCCn1c(SCC(=O)Nc2nc3c(s2)CCCC3)nc2c1c(=O)n(C)c(=O)n2C	-3%
COc1ccc(CNC(=O)c2ccc(=O)oc2)cc1OC	-4%
Cc1ccc(S(=O)(=O)NCCCCCC(=O)NC(C)(C)CO)cc1	-1%
CN1CCCc2cc3c(C(F)(F)F)cc(=O)oc3nc21	-1%
CNC(=O)CCC(=O)Nc1ccc(C)cc1C	-11%
Cc1cc(C)nc(NC(=O)CN2C(=O)c3ccccc3C2=O)n1	-6%
CC(=O)N1CCN(C(=S)c2ccc(N(C)C)cc2)CC1	1%
OCCSc1nncn1/N=C/c1c[nH]c2ccccc12	-10%
CC1=NN(c2ccccc2)C(=O)/C1=C\c1c(C)[nH]n(-c2ccccc2)c1=O	-13%
Oc1ccc(-c2nc3cnccn3c2Nc2ccc3c(c2)OCCO3)cc1	6%
Cc1ccc(OCC(O)CN2CCN(Cc3ccc4c(c3)OCO4)CC2)c(C)c1 (centres undefined)	-10%
CCN(CC)CCn1c(SCC(=O)NCc2ccco2)nc2c(sc3ccccc32)c1=O	7%
c1ccc(Nc2nc(N3CCCCC3)nc(N3CCNCC3)n2)cc1	-2%
O=C(NCCSc1ccc(Cl)cc1)c1ccco1	-16%
COC(=O)CN(c1ccc(C)cc1)S(=O)(=O)c1c(C)[nH]c(=O)[nH]c1=O	-3%
O=C1C(=O)N(C2CCCCC2)C(=O)N1C1CCCCC1	-11%
CCCCC(=O)Nc1nc(C)c(-c2csc(Nc3ccccc3OC)n2)s1	0%
Cc1ccc(NC(=O)Nc2ccc3c(c2)N(C)C(=O)CS3)cc1C	6%
CCOC(=O)c1c(C)[nH]c(C(=O)OCC(=O)N2c3ccccc3CC2C)c1C (centres undefined)	7%
CCOC(=O)C1CCCN(C(=O)Cc2c(C(=O)O)[nH]c3ccccc23)C1 (centres undefined)	-4%
COc1ccc(N(CC(N)=O)S(=O)(=O)c2ccccc2)cc1Cl	-15%
O=C1C(c2ccccc2)C(c2cccs2)NC(c2cccs2)C1c1ccccc1 (centres undefined)	-1%
Cc1cccc(NC(=O)N(C)Cc2cccs2)c1	-12%
Cc1ccc(/C=C/C(=O)Nc2cccc([N+](=O)[O-])c2)o1	0%
O=C(CSc1nnc(-c2ccco2)n1Cc1ccccc1)c1ccccc1	4%
O=C(Nc1cccc(Cl)c1)Nc1ccc(Cl)cn1	-5%
O=C(CCCN1C(=O)CCC1=O)Nc1ccc(Br)cc1F	6%
Cc1nn(C(=O)C(C)N2C(=O)c3ccccc3C2=O)c(C)c1Br (centres undefined)	-7%&11%
C(=N\n1cnnc1)/c1ccc(N2CCOCC2)cc1	-32%
CCOC(=O)C(C(=O)NCc1cccc(OC)c1)c1ncc(C(F)(F)F)cc1Cl (centres undefined)	-13%
COc1cc(Br)c(C(C)NC(=O)c2ccc(C)cc2)cc1OC (centres undefined)	-7%
CCOC(=O)c1[nH]c2ccc(OC)cc2c1C	-9%
COC(=O)CN(c1c(C)cccc1C)S(C)(=O)=O	0%
C=CCOc1ccc(/C=c2/sc3n(c2=O)C(c2ccc(OC)c(OC)c2)C(C(=O)OC)=C(C)N=3)cc1 (centres undefined)	-16%
CCC(=O)Nc1ccc(NC(=O)CSc2nnnn2-c2cccnc2)cc1C	-9%
CCOC(=O)C1CCN(C(=O)CCc2c(C)nc3cc(-c4ccccc4)nn3c2C)CC1	-5%
COc1ccc(/C=C/C(=O)N2CCOCC2)cc1OC	-10%
CCN(C(=O)CN1CCN(C)CC1)c1cccc2ccccc12	-10%
O=C(NC1=NCCS1)Nc1ccccc1	-10%
CN1CCC(N2CCN(c3cccc(C(F)(F)F)c3)CC2)CC1	-14%
CCc1ccc(NC(=O)c2onc(C)c2Cl)cc1	3%
CCOC(=O)Cn1nc(C)c2ccccc2c1=O	1%
COc1ccc(Cn2nnnc2C(c2cc3cc(C)ccc3[nH]c2=O)N2CCOCC2)cc1 (centres undefined)	14%
O=C(CSc1nc2ccc([N+](=O)[O-])cc2[nH]1)NCCc1ccccc1	-6%
O=C(CCCCCn1c(=O)[nH]c2ccccc2c1=O)NCCc1c[nH]c2ccccc12	-5%
S=C(NCCSCc1ccc(Cl)cc1)Nc1ccccc1	2%
COc1cc(C(=O)N2CCN(C(=O)c3cccs3)CC2)cc(OC)c1OC	4%
Cc1ccc(NC(=S)NCCN2CCOCC2)cc1C	-12%
CCOC(=O)N1CCC(N2C(=O)c3ccccc3C2Nc2ccc(Cl)cn2)CC1 (centres undefined)	0%
COc1ccc(NC(=O)C2CCCN2S(=O)(=O)c2ccc(C)cc2)cc1 (centres undefined)	-3%
CCOC(=O)C(C)n1cnc2c(oc3ccccc32)c1=O (centres undefined)	-15%
Cc1c(C(=O)O)oc2ccc(S(=O)(=O)NCc3ccc(F)cc3)cc12	-2%
N#CC1=C(N)Oc2n[nH]c(-c3ccc(F)cc3)c2C1c1cccc(OC(=O)N2CCOCC2)c1 (centres undefined)	-7%
COc1ccccc1CNC(=O)c1ccc(CS(=O)(=O)c2ccccc2OC)o1	-7%
Cc1cc2oc(=O)cc(CN3CCN(C/C=C/c4ccccc4)CC3)c2cc1O	5%
C/C(=N\NC(=O)COc1ccc([N+](=O)[O-])cc1)C(C)(C)C	-7%
Cc1[nH]c2ccc(-c3nnc(SCC(=O)c4ccccc4F)o3)cc2c1C	-3%
CC12C(=O)C(C(c3ccccc3)NC1c1ccccc1)C(c1ccccc1)NC2c1ccccc1 (centres undefined)	8%
CCc1ccc2[nH]c(=O)c(CN(CCN(C)C)C(=O)Nc3ccccc3OC)cc2c1	-9%
Cc1ccc(NS(=O)(=O)c2ccc3c(c2)OCCO3)cc1	5%

(next part)
mol	EphA4 KYL inhibition
O=C1NC(=O)N(c2ccccc2F)C(=O)/C1=C/c1ccc(OCc2cccc(C(=O)O)c2)cc1	-2%
Clc1cccc(CSc2nccn2-c2ccccc2)c1	-4%
CC1CN(c2ncnc3c2cnn3-c2ccc(Cl)cc2)CC(C)O1 (centres undefined)	-2%
COc1cc(OC)c(/C=N/NC(=O)c2ccc([N+](=O)[O-])cc2)cc1Br	0%
CC1CCC(C(=O)NC(C(=O)N2CCN(c3ccccn3)CC2)C(C)C)CC1 (centres undefined)	17%
CC1NC(=O)NC1CCCCC(=O)O (centres undefined)	-17%
CCOC(=O)c1cnn(Cc2ccccc2Cl)c1N	-37%
CCOc1ccccc1C(=O)Nc1cc(C(=O)NCCc2ccccc2)ccc1Cl	-7%
COCCNC(=O)c1ccc(I)cc1	-13%
O=C(Nc1nc2ccccc2n1CCN1CCOCC1)c1cn(-c2ccccc2)nc1-c1ccccc1	3%
C=CCn1c(SCc2ccc(Cl)cc2)nc2c1c(=O)[nH]c(=O)n2C	-23%
O=C(COC(=O)Cc1ccsc1)NC1CCCCCC1	-5%

Ordered by value in EphA4 KYL inhibition (rising): 6 of the compounds above
mol	EphA4 KYL inhibition
CCOc1ccccc1C(=O)Nc1cc(C(=O)NCCc2ccccc2)ccc1Cl	-7%
O=C(COC(=O)Cc1ccsc1)NC1CCCCCC1	-5%
Clc1cccc(CSc2nccn2-c2ccccc2)c1	-4%
CC1CN(c2ncnc3c2cnn3-c2ccc(Cl)cc2)CC(C)O1 (centres undefined)	-2%
COc1cc(OC)c(/C=N/NC(=O)c2ccc([N+](=O)[O-])cc2)cc1Br	0%
CC1CCC(C(=O)NC(C(=O)N2CCN(c3ccccn3)CC2)C(C)C)CC1 (centres undefined)	17%

(more compounds)
mol	EphA4 KYL inhibition
COc1ccc(N(CC(=O)Nc2ccc(C)c(C)c2)S(=O)(=O)c2c(C)n[nH]c2C)cc1	0%
Cc1ccc2cc3cc(C(=O)N(CC(=O)NC4CCCC4)c4cccc(C)c4C)sc3nc2c1	12%
COc1ccc(OC)c(NC(=O)c2ccc(C)c(C)c2)c1	3%
CCCc1cc(=O)n2[nH]c(-c3ccc(OC)cc3)nc2n1	2%
O=[N+]([O-])c1ccc(N2CCOCC2)cc1NCc1ccccc1	-6%
Cn1c(=O)[nH]c(=O)c2c1nc(NCc1ccco1)n2CCCc1ccccc1	-5%
Fc1ccc(NCc2ccccc2F)cc1Cl	-3%
COc1ccc2c(Cl)c(C(=O)N3CCN(c4ccccc4)CC3)sc2c1	-3%
CCc1ccccc1NC(=O)N[C@@H](C)C(=O)O	-6%
COc1ccc(Oc2nccc(-c3ccc(F)cc3)c2C#N)cc1	-6%
CCC(Sc1nccn1C)C(=O)Nc1nnc(C)s1 (centres undefined)	2%
COc1ccc(N2C(=O)CN=C2Nc2cccc(C)c2C)cc1OC	-9%
O=C(c1ccccc1)N1CCN(C(=O)c2ccccc2)C1c1ccccc1	-6%
CCN(CC)C(=O)CSc1nnc(-c2ccc(F)cc2)n1N	13%
C/C(=C1/SC(N2CCCC2)=NC1=O)c1ccc(Br)cc1	-3%
CCCOC(=O)c1ccc(NC(=O)CCC(=O)OCC)cc1	-10%
O=C(COc1ccc2ccccc2c1)N1CCN(S(=O)(=O)c2ccc(Cl)cc2)CC1	0%
COc1ccc(C(CC(=O)c2ccccc2)S(=O)(=O)c2ccc(C)cc2)cc1 (centres undefined)	-23%&-12%
O=C(CCCn1c(=O)oc2ccccc21)N1CCc2ccccc2C1	5%
CC1(C)CC(CC(=O)Nc2ccc([N+](=O)[O-])cc2)C(=O)O1 (centres undefined)	1%
CCCC1(C(=O)O)NC(c2ccccc2O)C2C(=O)N(Cc3ccccc3)C(=O)C21 (centres undefined)	3%
Cc1cccc(-n2c(O)c(C=Nc3c(C)n(C)n(-c4ccccc4)c3=O)c3ccccc3c2=O)n1	-11%
CCOC(=O)C1(CCSC)NC(c2ccco2)C2C(=O)N(C)C(=O)C21 (centres undefined)	-15%
O=C(COc1ccccc1)NCc1cccs1	-14%
O=C(NCC(c1cccs1)N1CCOCC1)c1ccc(Cl)s1 (centres undefined)	-2%
CC1C(c2ccccc2)NC(c2ccccc2)C(C)C1(O)c1ccccc1 (centres undefined)	-13%
Cc1cccc(-c2noc(CCc3ccccc3)n2)c1	-1%
COc1cc(NC(=O)/C=C/c2ccc(OC)c(Br)c2)c(OC)cc1Cl	-14%
Cc1cc(NC(=O)CSc2nc3sc4c(c3c(=O)n2C)CCCC4)no1	-11%
CC(C)OCCCNC(=O)C(=O)NCCCOC(C)C	-3%
CCSc1nnc(NC(=O)CN(C)S(=O)(=O)c2ccc(F)cc2)s1	-4%
O=C(Nc1ccccc1C(=O)NCc1ccco1)NC1CCCCC1	1%
CC(C)(C)NC(=O)C(=O)NNC(=O)C12CC3CC(CC(C3)C1)C2	-5%
COc1ccc(NC(=O)CSc2nnc(N)s2)cc1	-15%
COc1ccc(C(=O)C(OC(=O)c2ccccc2)c2ccccc2)cc1 (centres undefined)	-8%
Cc1c(-c2ccccc2)cn2c1-c1ccc(C)n1CC2	-3%
COc1ccc(-c2nnc(NC(=O)C(C)C)o2)cc1	-13%
CCCCn1c2nc3ccccc3nc2c2c(=O)n(CCC)cnc21	-2%
C=CCSc1nc2ccccc2c(=O)[nH]1	-6%
O=C(N/C=C\c1ccccc1)NCc1ccc(Cl)cc1Cl	-6%
COC(=O)c1cccc(NC(=O)Nc2ccc(Cl)c(Cl)c2)c1	-4%
CCc1cc2c(NCC3CCCO3)ncnc2s1 (centres undefined)	3%
O=C(c1ccc(F)cc1)c1cc2ccccc2o1	1%
O=C(Nc1nccs1)c1sc2cc(Cl)ccc2c1Cl	7%
Cc1cc(S(=O)(=O)N(Cc2ccc3c(c2)OCO3)CC2CCCO2)ccc1-n1cnnn1 (centres undefined)	-12%
O=C1NC(c2ccccc2OCc2ccccc2)Nc2ccccc21 (centres undefined)	-3%
N#CCOC(=O)c1sccc1-n1cccc1	-15%
Cc1cc(=O)oc2cc(OCCSCCN3CCOCC3)ccc12	-14%
CCn1c(N)c(C(=O)N2CCOCC2)sc1=S	-8%
O=C(CSc1nnc(-c2ccccc2)n1Cc1ccco1)Nc1ccc2c(c1)OCCO2	-12%
